# Screening results (PubChem)
# LGR2 inh: inhibitors of bursicon-induced LGR2 CRE-luciferase signal, primary screen, cell-based, HEK293, CRE-luciferase reporter, bursicon stimulation | hit rate 0.35% among 380,000 | bursicon-stimulated, 4 h | inhibition, % at 9.99 µM | AID 720647, 2013 | Drosophila bursicon receptor LGR2 (rickets);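 active = drop in luminescence signal, shown as inhibition above about 50% in the replicate tests, limit read from the data, passing the limit was not always enough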;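 also: agonist challenge used bursicon conditioned medium at about half maximal strength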
# PglD DTNB: C. jejuni PglD acetyltransferase inhibitors, primary screen, biochemical, DTNB colorimetric, single point; UDP-N-acetylbacillosamine N-acetyltransferase PglD (Campylobacter jejuni); purified PglD enzyme, DTNB colorimetric CoA detection; inhibition, % at 12.5 µM; hit rate 0.098% among 360,000; AID 602405, 2012; in the data active = inhibition above about 16%, passing the limit was not always enough; also: strong numbers were not always called active
# PGC1a acetyl inh: inhibitors of PGC1a acetylation signal, primary screen, cell-based, U2OS, AlphaScreen, inhibitor mode | AlphaScreen anti-acetyl-lysine; with virally co-expressed GCN5 acetyltransferase | inhibition, % at 15.6 µM | hit rate 0.17% among 350,000 | AID 651687, 2012;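 active = every replicate shows inhibition of at least 40%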;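 also: 0% = neutral control wells and 100% = positive control wells; some results beyond the cut were filed as inactive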
# EWS-Fli block: EWS/Fli-driven NR0B1 reporter inhibitors, primary screen, A673 cells, NR0B1 luciferase, luminescence, MLPCN library. inhibition, % at 12.6 µM. viability-normalised. hit rate 0.67% among 350,000;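 active = mean inhibition of at least 50% after viability correction, with every replicate also passing that limit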;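 also: firefly luciferase signal divided by Alamar Blue viability fluorescence both relative to DMSO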
# PAX8 reporter: inhibitors of PAX8-driven TPO luciferase reporter, primary screen, RMG-I cells, single concentration | SteadyGlo, 24 h | inhibition, % at 12.6 µM | hit rate 1.2% among 360,000 | AID 652154, 2013;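 active = mean replicate inhibition at least 60% with every replicate also reaching 60%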;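 also: luciferase light reporting Pax8 driven TPO promoter activity; plate controls were median of neutral control wells for no effect and mitoxantrone controls for full effect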
# FN deposit inh: inhibitors of fibronectin matrix deposition, primary screen, AH1F cells, Alexa488-fibronectin fluorescence, plate reader; AH1F fibroblasts, overnight; inhibition, % at 12.6 µM; hit rate 0.086% among 350,000;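 active = mean inhibition across replicates of 30% or more, regardless of how many single replicates reach that level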;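 also: positive control wells lacked labelled fibronectin entirely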
#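 Material – AH1F fibroblast monolayer, labelled fibronectin deposition · Reagent – labelled fibronectin 24 nM · Timing – 1 h adhesion, overnight exposure · Measured by – fluorescence at 485 nm excitation, 525 nm emission · Read-out – inhibition of fibronectin deposition signal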
# ERAP1 inh: human ERAP1 aminopeptidase inhibitors, primary screen, biochemical, single point, plate reader | inhibition, % at 10.7 µM | Endoplasmic reticulum aminopeptidase 1 (Homo sapiens), Q9NZ08 | hit rate 0.15% among 340,000 | recombinant ERAP1, Leu-AMC fluorescence, 60 min | AID 652197, 2013;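 active = mean replicate inhibition of at least 30%, or all replicates individually reaching that 30% level; inactive = mean below 30% and not every replicate reaching it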;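 also: 0% = neutral control wells and 100% = L-leucinethiol positive control wells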
# Target sequence (Q9NZ08 whole entry, looked up): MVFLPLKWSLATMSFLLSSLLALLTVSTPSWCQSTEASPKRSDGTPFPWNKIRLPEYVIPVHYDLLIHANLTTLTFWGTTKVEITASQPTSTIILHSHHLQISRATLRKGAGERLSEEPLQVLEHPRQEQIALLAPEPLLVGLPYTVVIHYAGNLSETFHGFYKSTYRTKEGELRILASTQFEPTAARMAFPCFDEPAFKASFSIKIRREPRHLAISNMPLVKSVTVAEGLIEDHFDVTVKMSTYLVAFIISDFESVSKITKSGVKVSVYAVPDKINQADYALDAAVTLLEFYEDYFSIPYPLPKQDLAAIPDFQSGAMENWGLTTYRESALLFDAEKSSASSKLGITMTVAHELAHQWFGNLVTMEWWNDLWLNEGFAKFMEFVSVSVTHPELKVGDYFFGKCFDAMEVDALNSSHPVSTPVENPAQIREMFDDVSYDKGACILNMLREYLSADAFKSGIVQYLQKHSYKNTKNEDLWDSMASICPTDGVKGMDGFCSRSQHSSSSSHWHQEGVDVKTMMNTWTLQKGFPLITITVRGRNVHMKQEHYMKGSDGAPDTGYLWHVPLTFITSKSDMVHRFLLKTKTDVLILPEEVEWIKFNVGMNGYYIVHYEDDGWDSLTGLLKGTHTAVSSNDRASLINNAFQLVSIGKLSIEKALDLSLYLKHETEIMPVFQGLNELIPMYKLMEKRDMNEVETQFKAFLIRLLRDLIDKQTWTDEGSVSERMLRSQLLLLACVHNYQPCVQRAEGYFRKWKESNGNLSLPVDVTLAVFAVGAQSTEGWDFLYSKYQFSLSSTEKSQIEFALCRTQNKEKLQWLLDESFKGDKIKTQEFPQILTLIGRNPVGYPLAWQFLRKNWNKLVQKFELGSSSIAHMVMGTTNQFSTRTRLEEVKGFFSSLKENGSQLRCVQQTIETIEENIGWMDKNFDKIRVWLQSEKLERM
# S100A4 MyoIIA: inhibitors of S100A4-myosin IIA peptide binding, primary screen, biochemical, fluorescence polarization, TAMRA-MyoIIA peptide. inhibition, % at 10.7 µM. Protein S100-A4 (Homo sapiens), P26447. hit rate 0.14% among 360,000. AID 652163, 2013;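 active = mean inhibition of at least 70% across replicates, with every replicate also reaching that level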
# Target sequence (P26447 whole entry, looked up): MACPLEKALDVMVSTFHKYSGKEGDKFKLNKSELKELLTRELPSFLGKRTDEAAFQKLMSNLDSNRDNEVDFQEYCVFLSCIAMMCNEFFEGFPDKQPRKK
#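 Test system: S100A4 monomer protein; Medium: HEPES pH 7.2 with CaCl2, KCl, NaCl, DTT, Triton; Probe or stimulus: TAMRA-labelled myosin IIA heavy-chain peptide probe, 5 nM; Doses: one dose per compound; Times: polarization read 5 min after assay mix addition, stable 5–60 min; Benchmarks: neutral control DMSO, positive control TFP.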
# Numbers without * were called inactive; . = not tested or not shown.
structure,LGR2 inh,PglD DTNB,PGC1a acetyl inh,EWS-Fli block,PAX8 reporter,FN deposit inh,ERAP1 inh,S100A4 MyoIIA
O=C(c1cccc(Cl)c1)N1CCC2CC1c1cc(-c3ccc(F)cc3)ccc12 (centres undefined),-8,-1,-7,-5,-13,.,.,2
COc1ccc(C(=O)c2cc3cccc(OC)c3o2)cc1,-84,.,.,-110,-160,-6,.,3
O=C(/C=C/c1ccc([N+](=O)[O-])cc1)NCCOc1ccc(F)cc1,29,.,.,1,9,.,-2,17
Cc1ccc(F)cc1NC(=O)N1CCCN(c2ccc(C(F)(F)F)cn2)CC1,1,-2,1,15,11,18,3,4
C[C@H](O)C#Cc1ccc2c(c1)O[C@H](CN(C)C(=O)CN(C)C)[C@H](C)CN([C@@H](C)CO)S2(=O)=O,-6,1,10,-15,.,.,1,8
COc1ccccc1-c1nc2n(n1)C(c1ccccc1Cl)C(C(N)=O)=C(C)N2 (centres undefined),-3,3,-2,2,-18,-7,0,-3
COCc1cc(C)nc(SCC(=O)Nc2ccc(N3CCOCC3)cc2)c1C#N,2,-3,.,3,-4,.,2,-2
Cc1cccc(OCc2nnc(SCC(=O)N3c4ccccc4Sc4ccc(Cl)cc43)o2)c1,7,.,.,2,32,-4,1,-5
O=S(=O)(Nc1ccc(-c2cn3cccnc3n2)cc1)c1ccccc1,17,.,4,-7,-19,0,-13,-1
CN=c1scc(-c2c[nH]c3ccccc23)n1C,8,.,0,6,28,7,0,5
O=C(Nc1cc(F)ccc1F)N1CC(=O)N2[C@H](C1)[C@H](c1ccc(C#CC3CCCC3)cc1)[C@@H]2CO,.,.,-1,-2,24,.,2,-5
COCCn1cnc2c1c(=O)n(Cc1ccc(C#N)cc1)c(=O)n2Cc1ccccc1,-2,-2,2,-6,1,0,1,2
CO[C@H]1CN(C)C(=O)c2cc(NC(=O)Nc3ccccc3Cl)ccc2OC[C@@H](C)NC[C@@H]1C,-19,-3,0,4,.,8,-1,-5
O=C(c1ccc2c(c1)OCO2)N1CCC2(CC1)Oc1ccc(F)cc1C(=O)C21CC(c2cccnc2)=NO1 (centres undefined),8,1,-12,-4,-2,-10,-2,-3
O=c1c2ccccc2cnn1Cc1n[nH]c(=S)n1-c1ccccc1Cl,11,.,.,3,3,0,5,8
COC(=O)c1cccc(CC2(C)C(=O)Nc3cc(-c4ccccc4Cl)ccc32)c1 (centres undefined),-6,-2,.,-103,-117,-3,7,1
Cc1cc(S(=O)(=O)N2CCOCC2)ccc1OCC(=O)Nc1ccc(F)cc1F,-5,-4,.,1,-3,-1,3,0
Cc1ccc(N2CC(=O)Nc3c(oc4nc(-c5ccccc5)cc(C)c34)C2=O)cc1,6,.,.,5,1,5,-5,-12
O=C(Cn1c(=O)c2c(ncn2Cc2ccccc2)n(Cc2ccccc2)c1=O)N1CCc2ccccc21,-3,-4,-3,12,.,.,6,13
CC(OC(=O)c1cc(=O)c2ccccc2o1)C(=O)c1ccccc1 (centres undefined),-15,-6,-6,1,2,-1,1,-3
CO[C@H]1CN(C)C(=O)c2ccc(NC(=O)c3ccno3)cc2OC[C@H](C)NC[C@@H]1C,-14,-4,-20,-10,3,-5,1,-58
Cc1cccc2sc(N(CCCN(C)C)C(=O)c3sc4ccccc4c3Cl)nc12,26,-2,2,.,-3,10,.,.
COc1ccc(S(=O)(=O)N2CCCOC2CNC(=O)C(=O)NCc2ccco2)cc1C (centres undefined),.,2,-8,0,-6,9,0,-4
COC(=O)C1=C(C)N(Cc2ccccc2C(F)(F)F)C(=NCc2cc(OC)c(OC)c(OC)c2)NC1c1cccc(C(F)(F)F)c1 (centres undefined),3,.,.,5,10,-8,5,-15
O=C(Nc1ccc(F)cc1)N[C@@H]1CC[C@H](CCn2cc(C3(O)CCCC3)nn2)O[C@H]1CO,-29,13,-6,-3,-13,.,1,0

# Going on with the list.
structure,LGR2 inh,PglD DTNB,PGC1a acetyl inh,EWS-Fli block,PAX8 reporter,FN deposit inh,ERAP1 inh,S100A4 MyoIIA
CC(=O)OC1C=CCC2C(=O)c3cccc(O)c3C(O)C12 (centres undefined),-7,.,-6,-3,-36,10,-1,-2
COc1ccccc1-n1c(=S)[nH]c2c(sc(=S)n2-c2ccccc2)c1=O,22,.,0,-3,-3,.,2,3
COc1ccccc1CN1CCNC(=O)C1CC(=O)N(C)CC1CCOCC1 (centres undefined),-8,-3,8,3,-18,-13,-2,-1
CC(=O)NC(=S)Nc1ccc(-c2nc3ccc(C)cc3s2)cc1,-59,0,7,-71,.,.,-2,-1
CC1CCC(C(C)C)C(OCC(O)CNC(C)(C)C)C1 (centres undefined),1,.,.,10,13,5,6,2
C[C@@H]1CN([C@@H](C)CO)C(=O)c2cc(NC(=O)Nc3ccccc3)ccc2O[C@@H](C)CCCCO[C@H]1CN(C)Cc1ccccc1,14,-1,-24,4,17,3,0,-14
COC(=O)C1=C(C)N(Cc2ccc(C(F)(F)F)cc2)C(=NCc2ccc(C(F)(F)F)cc2)NC1c1ccccc1 (centres undefined),-3,.,.,40,40,-3,3,-20
CC(C)NC(=O)N1C[C@@H]2[C@H](c3ccccc31)[C@@H](CO)N2C(=O)c1ccc(F)cc1,-6,1,1,0,-3,.,-2,5
O=C(NNC(=O)c1ccccc1F)c1ccc(-n2cncn2)c([N+](=O)[O-])c1,2,.,.,-2,-18,-1,2,4
COc1ccc(-n2nnnc2SCC(=O)Nc2c(C)n[nH]c2C)cc1,6,-7,3,-7,12,14,0,2
COCCNC(=O)C1(C)CCCN(C(=O)c2cnc3ccccc3n2)C1 (centres undefined),-17,-1,.,6,15,6,0,-1
C[C@@H]1CN([C@@H](C)CO)C(=O)c2cccc(NS(=O)(=O)c3cn(C)cn3)c2O[C@@H]1CN(C)Cc1ccncc1,-11,-3,4,-1,14,.,1,5
C[C@@H]1CCCCO[C@@H](CN(C)Cc2ccc(C(=O)O)cc2)[C@H](C)CN([C@@H](C)CO)C(=O)c2cc(NC(=O)CCC(F)(F)F)ccc2O1,1,3,9,-5,.,1,-2,6
COc1ccc(C(=O)NCCc2c[nH]c3ccccc23)cc1OC,-1,4,8,-9,-25,-1,1,-4
COCc1cc(C)nc(SCC[N+](C)(C)CC(=O)c2ccc(Br)cc2)c1C#N,-10,.,-1,0,6,.,3,-8
COc1ccc(N2CCN(S(=O)(=O)c3cc(-c4cc(C)no4)ccc3C(C)C)CC2)cc1,2,2,-10,3,42,4,-1,-4
O=C(NCC[C@@H]1CC[C@@H](NC(=O)c2cnccn2)[C@@H](CO)O1)Nc1ccc(F)cc1,4,-1,-1,3,4,-3,2,8
CC(=O)NCCCCCCNC(C)=O,-17,7,4,-3,-17,-4,-2,0
CC1(C)CC(NC(=O)c2ccccn2)CC(C)(C)N1O,-1,.,2,-2,9,17,-2,22
CC1CCCN(c2nc3nonc3nc2Nc2ccccc2F)C1 (centres undefined),19,.,.,-9,4,-10,3,0
COCc1c(C(=O)Nc2nnc(C3CC3)s2)oc2ccccc12,.,12,-2,-14,-11,-9,-1,-6
CN(C)C(=O)C[C@H]1CC[C@@H]2[C@H](COc3ccc(NC(=O)C4CCCC4)cc3C(=O)N2C)O1,-3,.,2,-9,.,-9,-4,3
Cc1cccc(C)c1NC(=O)CNC(=O)c1ccc2ccccc2n1,1,4,8,11,22,16,-2,-3
Cc1cccnc1C(NC(=O)C1CCN(Cc2ccccc2)CC1)c1ccc(F)cc1 (centres undefined),4,-2,.,-6,-13,-7,-3,-5
C[C@@H]1CN([C@@H](C)CO)S(=O)(=O)c2ccc(/C=C/c3ccccc3)cc2O[C@@H]1CN(C)CC1CC1,3,2,-25,17,.,5,3,-1

# Profiles, quoted from the list. Screens in order: LGR2 inh	PglD DTNB	PGC1a acetyl inh	EWS-Fli block	PAX8 reporter	FN deposit inh	ERAP1 inh	S100A4 MyoIIA
# CC1CCC(C(C)C)C(OCC(O)CNC(C)(C)C)C1 (centres undefined) across the screens: 1	.	.	10	13	5	6	2
# C[C@@H]1CCCCO[C@@H](CN(C)Cc2ccc(C(=O)O)cc2)[C@H](C)CN([C@@H](C)CO)C(=O)c2cc(NC(=O)CCC(F)(F)F)ccc2O1 across the screens: 1	3	9	-5	.	1	-2	6

# Other results:
structure,LGR2 inh,PglD DTNB,PGC1a acetyl inh,EWS-Fli block,PAX8 reporter,FN deposit inh,ERAP1 inh,S100A4 MyoIIA
COc1ccc(NC(=O)N(C)C[C@H]2OCCCC[C@H](C)Oc3ccc(NS(=O)(=O)c4c(C)noc4C)cc3C(=O)N([C@@H](C)CO)C[C@H]2C)cc1,2,-1,11,-2,3,.,.,.
COc1ccc(OC)c(Nc2nc3ccc(C)cc3n3cnnc23)c1,2,9,10,-10,-18,6,-8,-4
NC(=O)CC(NC(=O)c1ccccc1)c1ccc(N2CCC(Cc3ccccc3)CC2)c([N+](=O)[O-])c1 (centres undefined),-11,4,10,22,12,0,.,-2
Cc1cccc2cc(C#N)c(NCCNC(=O)c3ccccc3)nc12,-3,-1,-8,-6,2,.,2,0
COc1cc(-c2noc(CCC(=O)NC3CCCC3)n2)cc(OC)c1OC,-1,-2,-22,0,9,-10,0,-4
COc1ccc([C@H]2CC(=O)C=C(c3ccc(OC)cc3OC)C2)cc1,-28,2,.,45,-5,-4,-2,-26
CCC(=O)N1C[C@@H](O)COC[C@@H]2O[C@H](CC(=O)NCc3ccc(Oc4ccccc4)cc3)CC[C@H]21,-19,4,-8,4,-11,5,2,-5
CCCNC(=O)[C@@H]1N[C@@H]2c3ccc(-c4cccc(F)c4)c(=O)n3C[C@@H]2[C@H]1CO,-8,.,5,0,-8,.,.,.
Cc1ccc(NC(=O)CSc2nnc(-c3ccc(S(=O)(=O)N4CCOCC4)cc3)n2C)cc1,.,-3,-5,.,7,-6,.,.
COc1ccc2cc(C(c3nnnn3CC3CCCO3)N3CCOCC3)c(=O)[nH]c2c1 (centres undefined),.,2,6,.,-7,-1,.,.
C=CCOC(=O)Nc1nc(CCNC(=O)OCc2ccccc2)c(C(=O)OC)s1,5,.,.,0,-1,1,-2,1
COc1cc(C(=O)N2CCCc3ccccc32)c([N+](=O)[O-])cc1OC,11,2,-22,-2,7,2,-1,4
CCOCCn1c(CN2CCN(C(c3ccccc3)c3ccccc3)CC2)nc2c1c(=O)n(C)c(=O)n2C,-3,8,-5,12,0,0,0,-4
CCN(CC)C(=O)C1=C(C)N(CCC2=CCCCC2)C(=O)C(CC(=O)NCCN2CCOCC2)C1 (centres undefined),3,-3,0,4,-21,-6,-5,-4
C[C@@H]1CN([C@@H](C)CO)C(=O)c2cc(NS(C)(=O)=O)ccc2O[C@@H]1CN(C)C(=O)Nc1ccc2c(c1)OCO2,15,-24,9,-7,.,.,0,-2
CCCCc1ccc(N=N/C(C(=O)Nc2ccccc2OC)=C(/C)O)cc1,.,6,.,-4,25,10,-3,-8

# Some values from the entries so far:
# Entry of CCOCCn1c(CN2CCN(C(c3ccccc3)c3ccccc3)CC2)nc2c1c(=O)n(C)c(=O)n2C in S100A4 MyoIIA: -4
# Entry of Cc1cccc2cc(C#N)c(NCCNC(=O)c3ccccc3)nc12 in PAX8 reporter: 2
# Entry of C=CCOC(=O)Nc1nc(CCNC(=O)OCc2ccccc2)c(C(=O)OC)s1 in LGR2 inh: 5
